# AI-2 QS modul: modulates the Vibrio harveyi AI-2 quorum sensing system. Vibrio harveyi JMH597 AI-2 luminescence/OD600 ratio, 9 h; active compounds read low; strain lacks LuxN and CqsS sensors; 0 = neutral-control median. activity change, % at 7.5 µM. 0.4% of 300,000 active. AID 2094; in the data active = activity change below about -75%, passing the limit was not always enough; inconclusive = no clear call, values can overlap the other calls;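 note: luminescence divided by OD600 gain over 9 h not by final OD600 alone; inactives centre near 13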
# Platelet DG rel: modulates dense granule release in human platelets; human platelet-rich plasma, SFLLRN dense granule ATP release, luminescence; inhibition, %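 (compounds screened at 7.5 µM in platelet-rich plasma)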; 0.22% of 300,000 active;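 active = mean replicate score, as percent of positive control, at or above 50; inconclusive = mean below 50 but at least one replicate at or above 50; inactive = mean and every replicate below 50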
# HSP90 refold inh: HSP90 refolding inhibition in rabbit reticulocyte lysate | luciferase refolding luminescence, 3 h | inhibition, % at 5.6 µM | 0.91% of 290,000 active | AID 1789;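 active = inhibition above the screen-wide mean plus 3 SD, computed separately per campaign, cut at about 16% in these data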;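 note: 0% = DMSO wells and 100% = 60 µM geldanamycin wells; inhibitors lower the luminescence because luciferase stays unfolded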
# GSK3beta inhib: inhibitors of human GSK3beta kinase. 0.038% of 300,000 active. activity score (negative = inhibition), % at 10 µM. P49841. GST-GSK3beta kinase, ADP-Glo luminescence, 60 min; active compounds read low. AID 2097;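 active = more than half of replicate wells score below -50%, meaning over 50% inhibition versus plate controls; inconclusive = some replicates but at most half score below -50%; inactive = no replicate scores below -50%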;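 note: 0% = median DMSO wells and -100% = median GW8510 positive control wells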
# Target sequence (P49841 whole entry, looked up): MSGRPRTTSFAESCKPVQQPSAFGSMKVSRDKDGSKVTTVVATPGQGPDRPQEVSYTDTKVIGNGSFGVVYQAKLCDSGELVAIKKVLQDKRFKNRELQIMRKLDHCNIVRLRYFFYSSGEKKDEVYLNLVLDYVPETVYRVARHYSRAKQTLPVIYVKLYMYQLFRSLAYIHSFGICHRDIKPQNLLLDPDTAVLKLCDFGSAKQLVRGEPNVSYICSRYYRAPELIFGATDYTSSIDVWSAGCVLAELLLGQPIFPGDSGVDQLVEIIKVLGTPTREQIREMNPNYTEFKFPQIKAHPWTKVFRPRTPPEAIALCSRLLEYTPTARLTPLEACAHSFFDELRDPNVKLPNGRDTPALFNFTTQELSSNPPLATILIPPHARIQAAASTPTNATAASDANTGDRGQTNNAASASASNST
#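 test system = GST-tagged human GSK3beta kinase, cell-free | reagent = 25 µM ATP with peptide substrate | dosing = one dose of 10 µM per compound | schedule = 60 min reaction, RT | detection = luminescent ADP-Glo measurement of ADP formed | control set = DMSO neutral wells and GW8510 at 20 µM as positive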
# HSF-1 act: increases HSF-1 driven luciferase reporter signal; NIH3T3-HGL HSF-1 luciferase reporter, MG132, 8 h; 100% = twice DMSO control signal; activation, % at 9 µM; 1.7% of 300,000 active;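 active = mean replicate activation of at least 50% with a set share of replicates each reaching 50%; inconclusive = only one of those two conditions met; inactive = mean below 50% and too few replicates reaching it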;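 note: 0% = median of the neutral control wells and 100% = twice that signal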
# Dyrk1A ADPGlo: Dyrk1A (rat) kinase inhibition; Q63470; ADP-Glo luminescence, NFATc1 peptide; inhibition, % at 12.5 µM; 0.43% of 310,000 active; in the data active = inhibition above about 50%;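 note: plate controls were vehicle with enzyme for no effect and no enzyme for full effect; many of its hits are not listed in these tables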
# HDAC3 inhib: human HDAC3 inhibition; O15379; recombinant HDAC3, fluorogenic peptide/trypsin coupled, fluorescence; inhibition, % at 8.3 µM; 0.15% of 320,000 active; AID 2718; in the data active = inhibition above about 26%, passing the limit was not always enough; inconclusive = no clear call, values can overlap the other calls
# PolyA inhibitor: blocks polyadenylation in yeast reporter cells; S. cerevisiae SKY197-pL101 polyadenylation reporter, beta-gal luminescence; efflux-impaired pdr1/pdr3 knockout yeast; score 100 = 6 SD above DMSO; calls only at 12 µM; 0.02% of 300,000 active; AID 1875;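 active = lowest replicate activity score at least 50, where 100 means six control SD above control mean; inconclusive = lowest score under 50 but half or more replicates reach 50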;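 note: yeast exposed to compound for 9 h at 30 °C; higher score means more reporter readthrough which indicates perturbed polyadenylation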
# HSF1 inhib: HSF1 inhibition. NIH3T3-HGL HSE-luciferase, MG132-induced, luminescence 8 h; active compounds read low. activity change, negative = inhibition, % at 7.5 µM (by protocol). 0.77% of 300,000 active. AID 2098;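 active = more than half of replicate wells show activity change below -50%, luminescence cut by over half; inconclusive = some wells, but at most half, below -50%; inactive = no replicate well below -50%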;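 note: luciferase reports HSF-1 transcriptional activity via heat shock element; 0% = median of DMSO wells and -100% = zero luminescence signal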
# GSK3 alpha inh: blocks human GSK-3 alpha kinase; P49840; ADP-Glo luminescence, 60 min; inhibition, % at 10 µM; 0.1% of 320,000 active;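 in the data active = inhibition above about 50%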;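 note: GST-tagged GSK-3 alpha with peptide substrate and 25 µM ATP; 0% = DMSO neutral wells and 100% = GW8510 positive control wells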
# Target sequence (P49840 whole entry, looked up): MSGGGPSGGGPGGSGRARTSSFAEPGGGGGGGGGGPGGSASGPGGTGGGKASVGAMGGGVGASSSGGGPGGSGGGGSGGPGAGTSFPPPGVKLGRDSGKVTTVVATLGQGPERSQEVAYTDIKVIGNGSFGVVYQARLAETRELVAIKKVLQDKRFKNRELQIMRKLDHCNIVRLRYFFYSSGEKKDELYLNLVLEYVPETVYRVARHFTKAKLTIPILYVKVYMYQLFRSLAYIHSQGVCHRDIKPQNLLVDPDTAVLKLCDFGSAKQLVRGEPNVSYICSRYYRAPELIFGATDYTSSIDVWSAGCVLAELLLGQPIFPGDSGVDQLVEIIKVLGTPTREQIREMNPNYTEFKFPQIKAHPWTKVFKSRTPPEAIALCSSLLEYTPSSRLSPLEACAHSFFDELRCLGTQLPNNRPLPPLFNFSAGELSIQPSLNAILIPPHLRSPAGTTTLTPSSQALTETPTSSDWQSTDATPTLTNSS
# Starred values were filed as active, the others as inactive; i = inactive; u = inconclusive; x = no result given.
SMILES,AI-2 QS modul,Platelet DG rel,HSP90 refold inh,GSK3beta inhib,HSF-1 act,Dyrk1A ADPGlo,HDAC3 inhib,PolyA inhibitor,HSF1 inhib,GSK3 alpha inh
Nc1cc(N2CCCC2)c(Cl)cc1[N+](=O)[O-],-3,-8,1,-4,1,30,x,i,-10,x
CC(C)[C@H](NS(=O)(=O)c1ccc2c(c1)OCCO2)C(=O)OCC(=O)Nc1ccccc1,12,1,-2,1,15,-2,7,i,-1,9
COc1ccc(OCC(=O)Nc2ccc(S(=O)(=O)Nc3cc(C)on3)cc2)cc1,-84*,8,x,9,-11,1,x,i,-5,x
O=C(CSc1ccc2c(c1)OCCO2)Nc1ccc(Cl)cn1,8,-3,-2,-15,12,-1,-7,i,0,5
CC(C)CN1C(=O)C(=O)N(CC(=O)NCc2ccc3c(c2)OCO3)C1=O,19,2,2,2,3,-2,6,i,-7,2
COc1cc(/C=C/C(=O)OCC(=O)NCc2cccs2)ccc1OC(F)F,9,7,0,0,2,-1,-1,i,-11,-7
CCCN1Cc2cccc(C(=O)NC(CC(=O)OCC)c3ccc(OC(C)C)cc3)c2C1=O (centres undefined),13,-4,3,1,10,2,13,i,9,7
Cc1cccc(N2CCN(C(=O)CCCn3c(=O)c4cccn4c4cccnc43)CC2)c1C,8,-12,6,0,5,-5,-9,i,2,1
COC(=O)c1ccccc1NC(=O)CSc1nnnn1C,12,-1,-3,-3,-14,5,-11,i,-4,1
O=C(Nc1cccc(Cl)c1)O/N=C\c1ccncc1,-7,4,-1,2,11,12,3,i,-2,-2
COc1cccc(C2CC(C(F)(F)F)n3ncc(C(=O)NCC4CCCO4)c3N2)c1 (centres undefined),15,-3,-4,-2,9,35,-2,i,9,-2
Cc1cc(C)cc(OCCCCCNCCO)c1,16,7,-1,2,23,6,11,x,4,-1

# Quoted from the listing:
# `Cc1cc(C)cc(OCCCCCNCCO)c1` in Dyrk1A ADPGlo reads 6
# `COc1cc(/C=C/C(=O)OCC(=O)NCc2cccs2)ccc1OC(F)F` in HDAC3 inhib reads -1

# The listing continues:
SMILES,AI-2 QS modul,Platelet DG rel,HSP90 refold inh,GSK3beta inhib,HSF-1 act,Dyrk1A ADPGlo,HDAC3 inhib,PolyA inhibitor,HSF1 inhib,GSK3 alpha inh
COc1cc2c(cc1NC(=O)c1cc(-c3cccnc3)nc3ccc(C)cc13)oc1ccccc12,22,-6,0,-2,17,-2,2,i,0,-4
Cc1ccc(S(=O)(=O)N2CCC(C(=O)NNC(=O)c3ccccc3O)CC2)cc1,14,0,x,4,-3,x,-9,i,-1,-1
CCc1c(C)nc2cc(-c3ccc(OC)c(OC)c3)nn2c1N1CCC(C)CC1,9,0,1,1,1,-2,-3,i,1,-4
O=C(COC(=O)c1ccccn1)NNC(=O)c1ccc([N+](=O)[O-])cc1,14,15,x,6,5,-3,x,i,-1,x
CC1(NC(=O)COc2ccccc2-c2ccccc2)CCS(=O)(=O)C1 (centres undefined),1,0,-2,2,-2,7,0,i,5,1
Cc1cc(Oc2nc3c(C)cccn3c(=O)c2/C=C(\C#N)S(=O)(=O)c2ccc(Cl)cc2)ccc1Cl,8,7,3,0,8,-1,-10,i,0,0
CCCCCOC(=O)NCC(O)c1ccccc1 (centres undefined),0,-5,2,4,24,5,-2,i,12,-2
CC(=O)Nc1ccc(C2(c3ccc(NC(C)=O)cc3)NC(=O)c3ccccc32)cc1,18,-2,-1,-2,5,x,2,i,-1,-2
COc1ccc(Cl)cc1NC(=S)Nc1ccccc1C,25,-5,-5,1,12,-4,-1,i,7,0
CCCCCc1c(C)nc(NCc2ccccc2)[nH]c1=O,23,1,-3,2,15,7,7,i,9,-4
CCOc1ccc(NC(=O)CCC(=O)c2ccc(Br)cc2)cc1,5,0,4,0,13,-6,2,i,8,0
O=C(NCC1CCCO1)c1ccc(NC(=O)C2C3C=CC(C3)C2C(=O)O)cc1 (centres undefined),9,0,1,-3,-10,1,9,i,2,-1
O=c1[nH]c(CN2CCc3ccccc32)nc2scc(-c3cccs3)c12,12,13,3,-2,-17,11,-3,i,-12,-5
O=C(CCCc1c[nH]c2ccccc12)NCc1ccc2c(c1)OCO2,12,-6,3,0,8,5,1,i,2,2
Cc1ccc2nc(-c3ccccc3)c(NC(=O)c3ccco3)n2c1,8,26,-2,-4,17,13,-5,i,-3,-1
CC(C)c1nnc(NC(=O)CC23CC4CC(CC(C4)C2)C3)s1,14,4,1,-2,33,2,-4,i,6,0
CC(=O)N1CCc2ccc(NC(=O)c3c(-c4c(Cl)cccc4Cl)noc3C)cc21,16,9,-2,-1,-4,x,-14,i,-12,0
CC(C)OCCCNC(=O)c1ccccc1Oc1ccccc1,17,-2,-4,4,1,-6,u,i,1,-2
COc1ccc(OC)c(S(=O)(=O)Nc2ccc3oc4c(c3c2)C(=O)CCC4)c1,22,1,4,0,-4,2,0,i,-1,0
CCOc1ccc(/C(O)=C2\C(=O)C(=O)N(CCN(C)C)C2c2cccc(OC)c2OC)cc1Cl (centres undefined),1,3,-1,-1,-28,8,3,i,-21,-2
Cn1ncc2c(Nc3ccccc3Cl)nc(Cl)nc21,14,9,1,3,2,-1,3,i,-11,-1
Cc1cc(N2CCN(C)CC2)nc2ccc(NC(=S)NCCCN3CCc4ccccc4C3)cc12,25,0,1,-1,11,-4,-3,i,-1,8
N#CC(C#N)=C(Nc1ccccc1)c1ccccc1,19,4,4,-5,-7,5,6,i,-4,5
CC(=O)N=c1sc2ccccc2n1C,20,7,-1,-1,-6,-1,3,i,2,-1
Sc1oc(-c2ccccc2)cc1C=Nc1ccccc1,7,-1,2,-18,9,-22,5,i,8,0
C=CCNCCCCOc1ccc(OCc2ccccc2)cc1,38,3,5,0,25,12,-6,i,2,x
Cc1c(-c2nnnn2-c2ccc(F)cc2)cnc2cc3c(cc12)OCO3,-5,0,-3,-1,5,1,8,i,-5,-3
Nc1ncnc(NC2CCS(=O)(=O)C2)c1[N+](=O)[O-] (centres undefined),16,2,-2,-5,-26,-6,4,i,-11,5
O=C(CSc1nnc(-c2ccncc2)n1-c1ccc(F)cc1)NC(=O)NCc1ccco1,29,5,1,-26,-8,3,1,i,-2,-1
S=C(NCc1ccccn1)Nc1ccc(Br)cc1Cl,16,9,1,2,45,3,-3,i,40,-3
O=C(COC(=O)CCC(=O)c1ccc(Cl)cc1)NCC1CCCO1 (centres undefined),13,-3,1,-4,14,-6,2,i,-8,-7
CC(=O)Nc1ccc(C(=O)CSc2nnc3scc(-c4ccccc4)n23)cc1,6,-1,-3,-9,5,-3,0,i,-2,5
CC1CCCCN1Cc1c(O)ccc2c(=O)c(-c3nc4ccccc4s3)c(N)oc12 (centres undefined),36,4,-1,1,20,35,-5,i,-2,2
CCOc1ccc(OCC)c(NS(=O)(=O)c2ccc3c(c2)n(C)c(=O)c(=O)n3C)c1,10,3,1,1,-27,-7,-1,i,-20,-1
Cc1nc2ccc(S(=O)(=O)NC(C(=O)Nc3nc4ccc(Cl)cc4s3)C(C)C)cc2s1 (centres undefined),18,-6,-1,0,12,-11,3,i,7,1
CCc1ccc(-n2c(=S)sc3c(=O)n(-c4ccccc4)c(SCC(=O)O)nc32)cc1,7,1,4,2,-7,2,3,i,1,-6
CC1CCCCN1C(=O)CN1C(=O)CSc2ccc(S(=O)(=O)N3CCOCC3)cc21 (centres undefined),32,1,-2,5,1,x,1,i,-3,0
CCCCCNC(=O)c1ccc2c(=O)n(CC3CCCO3)c(=O)[nH]c2c1 (centres undefined),5,-6,3,2,-1,26,-6,i,-2,x
Nn1c(SCC(=O)NCc2ccccc2)nncc1=O,35,-17,-2,-3,8,11,x,i,-1,x
O=C(Nc1ccc(N2CCCC2)cc1)c1cccc(Cl)c1,13,14,8,-3,30,-4,-2,i,21,0
O=C1C(NS(=O)(=O)c2ccc(Br)cc2)=C(N2CCCCC2)C(=O)c2ccccc21,21,3,0,-1,-3,2,4,i,8,-4
N#Cc1c(SCC(=O)Nc2nc3ccc(Br)cc3s2)sc2c(O)cc(=O)[nH]c12,36,3,7,-3,-5,48,6,i,-5,1
CCOC(=O)CC1=C(C(=O)OCC)C(c2ccc(OC)c(OC)c2)C(C#N)=C(N)O1 (centres undefined),4,4,-3,4,28,6,2,i,8,1
CC1(C)CC(=O)C(N=Nc2ccc(S(=O)(=O)N3CCOCC3)cc2)=C(O)C1,1,18,-6,0,-4,1,6,i,0,-1
O=S(=O)(c1ccc(N2CC=C(c3ccccc3)CC2)nc1)N1CCCC1,13,0,1,-1,-11,-3,-3,i,-9,0
CCOc1cc(CNc2ccc3[nH]c(=O)[nH]c3c2)ccc1OCC(=O)NC(C)(C)C,24,u,0,1,8,2,-33,i,-1,1
COc1cc(S(=O)(=O)N2CCN3CCCC3C2)ccc1-n1cnnn1 (centres undefined),-6,-1,7,2,-12,21,4,i,-1,-2
CCOC(=O)CSc1nnc([C@@H](NC(=O)OC(C)(C)C)C(C)C)o1,-3,1,2,-1,9,2,-1,i,0,4
COc1ccccc1N(C)S(=O)(=O)c1ccc(C(=O)NC(C)(C)C)cc1,17,-4,8,2,3,-7,2,i,-2,-2
CN(CC(=O)Nc1ccc(N2CCOCC2)cc1)CC(=O)Nc1ccc(N2CCOCC2)cc1,22,14,-1,0,-1,12,8,i,3,1
CCOc1cc(C2C(C(=O)c3ccccc3)=C(C(=O)OC)Nc3nnnn32)ccc1O (centres undefined),16,-6,-4,1,3,-6,-1,i,8,-4
O=C(Oc1c(CN2CCOCC2)cc(Cl)c2cccnc12)c1ccc(F)cc1,30,5,0,3,-15,6,9,i,-5,0
Cn1nnc2sc3c(c2c1=O)CCCC3,6,13,1,-30,12,7,0,i,-2,50
COc1ccccc1Nc1nc(-c2c(C)[nH]c3ccccc23)cs1,x,x,-2,x,x,-1,-5,x,x,0
O=C(CNCc1ccco1)Nc1cccc(S(=O)(=O)N2CCCCC2)c1,34,7,3,-1,0,0,x,i,0,2
CS(=O)c1ccccc1COC(=O)Nc1cccc(Cl)c1 (centres undefined),15,3,1,1,1,12,2,i,1,-1
CCOC(=O)c1ccc(NC(=S)N(CCCN2CCN(C)CC2)Cc2cccs2)cc1,27,13,0,0,17,-4,3,i,-1,0
O=C(O)c1sccc1Oc1ccc(F)cc1[N+](=O)[O-],81,-3,1,-5,2,1,0,i,5,-2
CS(=O)(=O)N1CCc2cc(C(=O)Nc3ccccc3Cl)ccc21,x,11,-4,x,21,0,-4,i,12,-2
CC(=O)c1cc(C(=O)Nc2ccc(C(=O)O)cc2)oc1C,16,1,-2,-1,-6,-7,7,i,-6,0

# Assay outcomes deposited in PubChem BioAssay by several laboratories.

# The list is partial. The share of hits here may be higher or lower than overall.
